Assay outcomes: PubChem BioAssay, National Center for Advancing Translational Sciences (NCATS)
TrxR1 substrate = substrates of rat thioredoxin reductase 1 | AID 588456 | hit rate 0.01% among 390,000 | purified TrxR1 substrate turnover, NADPH consumption readout | Potency, µM (series often up to 114 µM), without a hit: top-dose activity change, negative = substrate turnover; further: potency means the concentration at half of the fitted maximal effect; on the % scale 0 is the no-effect control and ±100 the full control effect; nearly all actives have a fitted effect of over 50% in size
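Rat TrxR1, dispensed at 90 nM, was prereduced with 400 uM NADPH (final) for 5 min at ~22 deg C, then incubated with compound 15 min before 400 uM selenite. A first-read NADPH fluorescence drop versus no-compound background flagged substrates.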
USP1 inh = blocks the human USP1/UAF1 deubiquitinase complex; recombinant USP1/UAF1, Ub-Rhodamine cleavage fluorescence; O94782; AID 743255; hit rate 0.23% among 390,000; Potency, µM (top dose mostly 57.1 µM), for inactives: top-dose activity change, negative = inhibition, hits mostly inhibitors; further: potency means the concentration at half of the fitted maximal effect; on the % scale 0 is the no-effect control and ±100 the full control effect; nearly all actives have a fitted effect of over 60% in size; inactives centre near -12
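USP1/UAF1 complex (1 nM) preincubated 15 min at room temperature with compound, then Ub-Rho substrate (150 nM final) added. Kinetic fluorescence at 480/540 nm over 6 reads at 60 s intervals; 50 mM HEPES pH 7.8, 0.5 mM EDTA, 0.1 mg/ml BSA, 1 mM TCEP, 0.01% Tween-20.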
LDHA block = blocks human lactate dehydrogenase A. AID 1347041. hit rate 0.15% among 480,000. purified LDHA, NADH/diaphorase-resazurin fluorescence; hits give low values. P00338. activity change, % (values are at about 110 or 230 µM); in the data active means activity change below about -30%; inconclusive means mostly about -25% to -30%;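 further: plate controls were DMSO wells for no effect and wells without enzyme for full effect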
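Remaining NADH was detected by diaphorase (0.133 mg/mL) converting 37 µM resazurin to fluorescent resorufin, read at 0 and 20 minutes. The preceding 5-minute room-temperature reaction used 2 nM LDHA, 0.2 mM sodium pyruvate and 0.06 mM NADH at pH 7.4.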
PI4K2A block = inhibitors of human PI4K2A; Q9BTU6; purified PI4K2A, ADP-Glo luminescence, 1 h; hits give low values; activity change, negative = inhibition, % at 76.9 µM; hit rate 0.13% among 420,000; in the data active means activity change below about -50%; inconclusive means mostly about -30% to -49%;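 further: -100% = wells without enzyme as full effect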
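ADP-Glo luminescence measured ADP generated by PI4K2A enzyme (4 ug/mL before mixing) with 1.2 mM PI substrate (pre-mix) and 300 microM ATP (pre-mix). Tris pH7.5 buffer with MgCl2, Triton X-100; 1 h reaction at ambient temperature.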
Vif-A3F inh = blocks the Vif interaction with APOBEC3F; HeLa A3F-eYFP + Vif (tagged APOBEC3F with the HIV-1 protein that degrades it), YFP fluorescence increase; hit rate 0.2% among 390,000; AID 602313; Potency, µM (doses to about 46.1 µM), for the others: top-dose activity, negative = active; further: potency means the concentration at half of the fitted maximal effect; % of control where 0% means no effect; nearly all actives have a fitted effect of over 65% in size
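HeLa cells stably expressing Vif plus C-terminally eYFP-tagged A3F were seeded, incubated overnight at 37 deg C, dosed with compound, incubated overnight again at 37 deg C. Yellow fluorescence (Ex 488/Em 500-530) reported blocked Vif-mediated A3F-eYFP degradation.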
IDH1 R132H inh = blocks human mutant IDH1 R132H enzyme; Potency, µM (titrated, usually from 76.6 µM), inactives show top-dose activity change, negative = inhibition, actives largely listed as inhibitors; hit rate 0.093% among 390,000; IDH1-R132H enzyme, NADPH consumption, diaphorase/resazurin fluorescence; further: potency means the concentration at half of the fitted maximal effect; on the % scale 0 is the no-effect control and ±100 the full control effect; nearly all actives have a fitted effect of over 65% in size
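IDH1-R132H (0.5 ug/mL) preincubated 30 min with compound, then NADPH (0.016 mM) and alpha-KG (2 mM) added; 80 min at RT, pH 7.5. Remaining NADPH coupled via diaphorase/resazurin to fluorescence (540/590 nm); concentration-response curves normalized to no-enzyme control.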
Vif-APOBEC3G blk = inhibitors of Vif-APOBEC3G interaction | Q9HC16 | HeLa A3G-eYFP + Vif (tagged APOBEC3G with the HIV-1 protein that degrades it), YFP fluorescence, overnight | Potency, µM (doses to about 46.1 µM), for the others: at the highest dose activity, negative = active, actives largely listed as inhibitors | hit rate 0.076% among 410,000;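 further: potency means the concentration at half of the fitted maximal effect; on the % scale 0 is the no-effect control and ±100 the full control effect; nearly all actives have a fitted effect of over 60% in size; hits raise eYFP signal because A3G escapes Vif-driven loss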
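Read-out is eYFP fluorescence (Ex 488/Em 500-530) from Vif-expressing HeLa A3G-eYFP cells; more signal means A3G escaped Vif-mediated degradation. Cells plated overnight, compound pinned in, incubated overnight at 37 deg C.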
RXFP1 ag = RXFP1 (human) receptor agonism. Q9HBX9. HEK293T-RXFP1 cAMP TR-FRET, 30 min; response scale: percent of porcine relaxin response, buffer zero. Potency, µM (highest dose often 57.5 µM), inactives show at the highest dose activation, actives largely listed as activators. hit rate 0.3% among 370,000. AID 2676; further: potency means the concentration at half of the fitted maximal effect; on the % scale 0 is the no-effect control and ±100 the full control effect; nearly all actives have a fitted effect of over 60% in size; many of its hits are not listed in these tables
Target sequence (Q9HBX9 whole entry, looked up): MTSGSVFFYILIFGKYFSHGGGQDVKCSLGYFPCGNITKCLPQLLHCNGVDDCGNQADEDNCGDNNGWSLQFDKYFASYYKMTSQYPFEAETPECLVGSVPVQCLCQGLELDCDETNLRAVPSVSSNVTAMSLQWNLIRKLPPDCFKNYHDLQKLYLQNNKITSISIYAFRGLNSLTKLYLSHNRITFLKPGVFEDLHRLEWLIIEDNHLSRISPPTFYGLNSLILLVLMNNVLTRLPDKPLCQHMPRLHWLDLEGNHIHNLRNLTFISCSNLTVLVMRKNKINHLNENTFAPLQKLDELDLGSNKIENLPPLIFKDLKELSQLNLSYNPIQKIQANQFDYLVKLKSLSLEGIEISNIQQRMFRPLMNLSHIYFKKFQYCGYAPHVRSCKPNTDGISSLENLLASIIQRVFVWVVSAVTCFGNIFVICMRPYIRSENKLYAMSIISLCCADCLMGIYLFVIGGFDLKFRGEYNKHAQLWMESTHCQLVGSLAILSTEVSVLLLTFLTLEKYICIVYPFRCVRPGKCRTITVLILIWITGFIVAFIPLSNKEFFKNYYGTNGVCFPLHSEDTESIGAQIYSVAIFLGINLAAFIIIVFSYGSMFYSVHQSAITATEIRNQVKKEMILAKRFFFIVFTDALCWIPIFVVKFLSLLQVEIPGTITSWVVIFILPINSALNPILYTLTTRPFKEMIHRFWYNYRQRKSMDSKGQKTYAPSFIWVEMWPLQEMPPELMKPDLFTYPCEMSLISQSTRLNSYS
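Agonist response is measured as cAMP accumulation in an RXFP1-transfected HEK293T line under PDE4 inhibition. Values are scaled between buffer-only and 29 nM porcine relaxin, and EC50s come from standard Hill equation fits.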
GRP78 ERSR act = ER stress response induction in glioma; hit rate 0.02% among 420,000; Potency, µM, for the others: at the highest dose activation, hits mostly activators; U87-MG GRP78 promoter luciferase reporter, 16 h; AID 602332; further: potency means the concentration at half of the fitted maximal effect; series mostly up to about 76 µM; % of control where 0% means no effect; nearly all actives have a fitted effect of over 35% in size
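ERSR induction read as luciferase luminescence (Bright-Glo, 10 min at room temperature) in stably transfected human U87-MG glioma cells exposed to compounds for 16 h, using GRP78 as sensor.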
Active calls of the source: *; ? = inconclusive; / = no result given; & = joins results of further samples; [ ] = another dose, or the depositor's remark. Unless noted, the call rests on the fitted dose curve; in most records, active means well fitted curve in the direction sought with a large enough effect; inconclusive means small, poorly fitted or top-dose-only effect, or another doubt; inactive means no such curve, though single readings can be large; an effect the other way counts as inactive or inconclusive.

entry	SMILES	USP1 inh	IDH1 R132H inh	RXFP1 ag	PI4K2A block	GRP78 ERSR act
1	Cc1ccc(S(=O)(=O)N2CCN(S(=O)(=O)N(C)C)CC2)cc1	-8%	7%	1.7%	-17	-1%
2	COc1ccc(CC(=O)Nc2cccc(-c3cn4ccccc4n3)c2)cc1	-9%	-10%	-0.4%	-6	6%
3	COc1ccc(-c2c(-c3cc(OC)cc(OC)c3)n(C)c3ccc(-c4ccc(OC)cc4F)cc23)cc1	13%	0%	1.2%	1	-5%
4	CCN1C(=O)c2ccccc2Sc2ccc(C(=O)O)cc21	-20%	-7%	2.8%	-2	0%
5	CCC(CC)COC(=O)C(C#N)c1nc2ccccc2nc1N1CCOCC1 (configuration not stated)	-26%	0%	2.3%	-4	-2%
6	Cc1cccc(C)c1NC(=O)NC1(C(=O)NCC2CCCO2)CCCCC1 (configuration not stated)	-5%	-1%	-3.0%	-7	1%
7	COc1cc(O)c(C(CC(=O)N2CCCC2)c2ccc(N(C)C)cc2)c(OC)c1 (configuration not stated)	-17%	10%	1.0%	-4	-6%&-2%
8	C=CCNC(=O)CN(Cc1ccccc1)S(=O)(=O)c1ccccc1	-9%	-7%	6.1%	2	-6%
9	O=C(O)Cc1sc(Nc2ccccc2Cl)nc1-c1ccccc1	-30%	-5%	-3.9%	-3	3%
10	CC(C)(C)Cc1nc(-c2ccc(Cl)cc2)no1	-11%	5%	0.0%	-5	3%
11	Clc1ccccc1-c1cnc2sc(NCc3ccc4c(c3)OCO4)nn12	/	/	/	0	-8%
12	COc1ccc(C(=O)N2CCC(C(=O)Nc3ccccc3OC)CC2)cc1	-16%	0%	0.8%	5	1%
13	O=C(COc1ccc2ccccc2c1Br)N1CCCCC1	-8%	0%	?	5	4%
14	COc1ccc(CCn2c3c(c(=O)[nH]c2=O)C(NC(=O)c2ccccc2F)(C(F)(F)F)C(=O)N3)cc1OC (configuration not stated)	-5%	15%	-1.0%	2	0%
15	CCCc1ccc2c(N)c(C#N)sc2n1	-13%	7%	4.3%	-5	5%

entry	Vif-A3F inh	Vif-APOBEC3G blk	LDHA block	TrxR1 substrate
1	0%	-2%	-4	22%[57.1 µM]
2	10%	-1%	-8	43%[activator]
3	-8%	-6%	3	82%[activator][57.1 µM]
4	1%	-1%	-2	8%
5	4%	-1%	2	-7%
6	-17%	-1%	-3	-8%
7	5%	2%&0%	1	1%&6%
8	-8%	-1%	-10	2%
9	0%	-4%	-4	-4%
10	-1%	1%	5	7%
11	/	-7%	-5	/
12	0%	1%	-9	3%
13	-14%	-10%	3	1%
14	3%	1%	-1	-4%
15	2%	3%	3	13%

Following part.
entry	SMILES	USP1 inh	IDH1 R132H inh	RXFP1 ag	PI4K2A block	GRP78 ERSR act
16	O=C(CN1CCN(CN2C(=O)NC3(CCCCCC3)C2=O)CC1)Nc1cccc(F)c1	-9%	18%	1.9%	8	-3%
17	CC(C)(C)c1ccc(OC(=O)c2ccccc2)cc1	-18%	-4%	0.9%	0	-1%
18	COc1ccc(CN2CC(C(=O)NCCN3CCOCC3)CC2=O)cc1 (configuration not stated)	-2%	6%	0.9%	13	-3%
19	NC1=NC(c2cn[nH]c2-c2cccc(F)c2)n2c(nc3ccccc32)N1 (configuration not stated)	-8%	0%	0.8%	-1	-4%
20	CC1=C(C(=O)OCc2ccc3c(c2)OCO3)C(c2ccccc2)NC(=O)N1 (configuration not stated)	3%	-2%	3.0%	2	-5%
21	COc1ccc(CCNC(=O)C2CCN(S(=O)(=O)c3cccc4nsnc34)CC2)cc1OC	-19%	-4%	-0.2%	1	-4%
22	CC(=O)N1CCN(C(=O)c2ccc(S(=O)(=O)Nc3cccc(C(F)(F)F)c3)cc2)CC1	-20%	-4%	0.2%	5	-2%
23	Cc1ccccc1-n1c(-c2ccc(Br)o2)n[nH]c1=S	-9%	-2%	/	-3	4%
24	CN(C(=O)COC(=O)c1ccc(Cl)cc1N)C1CCCCC1	-19%	1%	11%	0	1%
25	COc1ccc(C(c2nnnn2Cc2ccccc2)N2CCN(C(=O)c3ccco3)CC2)cc1 (configuration not stated)	-12%	5%	-0.2%	3	-8%
26	COc1cc(C(=O)Nc2ccc3nc(N4CCOCC4)sc3c2)cc(OC)c1OC	-23%	-7%	-1.5%	6	-4%
27	CCOC(=O)CSc1nnc(-c2ccc3ncccc3c2)n1C	-13%	14%	0.4%	-1	-7%
28	O=C(NC1CCCC1)c1cccc(S(=O)(=O)Nc2ccccc2F)c1	-4%	6%	1.7%	-6	1%
29	COc1ccc(S(=O)(=O)N2CCOCC2)cc1Cl	-23%	-2%	2.3%	-1	-4%
30	Cc1ccc(C(=O)N2CCCCC2C(=O)O)cc1S(=O)(=O)N1CCCCC1 (configuration not stated)	?	2%	/	-11	-2%

entry	Vif-A3F inh	Vif-APOBEC3G blk	LDHA block	TrxR1 substrate
16	-1%	2%	-4	-4%
17	10%	0%	-1	-3%
18	-6%	3%	-1	-2%
19	4%	-5%	0	7%[57.1 µM]
20	-2%	-5%	-5	2%
21	2%	0%	-18	4%
22	-5%	5%	-5	2%[57.1 µM]
23	1%	2%	-2	-3%
24	-3%	-4%	-2	25%[57.1 µM]
25	9%	-2%	-4	-9%
26	1%	-12%	-5	4%
27	-4%	3%	0	4%
28	1%	3%	-2	-1%
29	-3%	1%	-6	3%
30	-2%	0%	-4	-7%[57.1 µM]

Three entries from above, ordered by count of non-hydrogen atoms, high to low:
entry	SMILES	USP1 inh	IDH1 R132H inh	RXFP1 ag	PI4K2A block	GRP78 ERSR act
20	CC1=C(C(=O)OCc2ccc3c(c2)OCO3)C(c2ccccc2)NC(=O)N1 (configuration not stated)	3%	-2%	3.0%	2	-5%
19	NC1=NC(c2cn[nH]c2-c2cccc(F)c2)n2c(nc3ccccc32)N1 (configuration not stated)	-8%	0%	0.8%	-1	-4%
29	COc1ccc(S(=O)(=O)N2CCOCC2)cc1Cl	-23%	-2%	2.3%	-1	-4%

entry	Vif-A3F inh	Vif-APOBEC3G blk	LDHA block	TrxR1 substrate
20	-2%	-5%	-5	2%
19	4%	-5%	0	7%[57.1 µM]
29	-3%	1%	-6	3%

(list continues)
entry	SMILES	USP1 inh	IDH1 R132H inh	RXFP1 ag	PI4K2A block	GRP78 ERSR act
31	CC(C)CC(OC(=O)c1cccs1)C(=O)NCC1CCCO1 (configuration not stated)	-3%	1%	0.6%	5	-1%
32	Cc1ccc(C(=O)N2CCN(c3cc4c(cc3[N+](=O)[O-])n(C)c(=O)n4C)CC2)cc1	9%	2%	0.4%	-3	-5%
33	CC1=C(C(=O)OCc2ccccc2)C(c2ccccc2-c2ccccc2)NC(=O)N1CCCCCC(=O)O (configuration not stated)	-34%	-9%	0.4%	-5	0%
34	CCn1c(=O)n(CC(=O)NCC2CCCO2)c(=O)c2c3c(sc21)COC(C)(C)C3 (configuration not stated)	-22%	-10%	12%	0	-4%
35	Cc1cccc(CCNC(=O)c2sc3nc4n(c(=O)c3c2C)CCCC4)c1	?	-18%	-0.4%	-7	0%
36	C=CCOc1c(CNc2nccs2)cccc1OCC	-4%	9%	-0.1%	3	-4%
37	CCOC(=O)/C(C#N)=C/c1c(N2CCN(c3cccc(Cl)c3)CC2)nc2c(C)cccn2c1=O	-5%	-2%	2.8%	-2	0%
38	COc1ccc(NC(=O)CCCOc2ccc(C(C)=O)cc2)cc1S(=O)(=O)N1CCCCC1	-12%	10%	/	4	-5%
39	C[C@H](NC(=O)c1ccco1)C(=O)Nc1ccc(S(=O)(=O)N2CCCC2)cc1	-3%	17%	0.1%	-8	-1%
40	Cc1nc2sc(C(c3ccccc3)N3CCN(C)CC3)c(O)n2n1 (configuration not stated)	-8%	7%	0.0%	5	-4%
41	O=C(CN1CCN(S(=O)(=O)c2ccc(Cl)cc2)CC1)c1ccc(O)c(O)c1	-1%	0%	2.5%	-3	5%

entry	Vif-A3F inh	Vif-APOBEC3G blk	LDHA block	TrxR1 substrate
31	-9%	1%	0	-10%
32	-1%	0%	3	-1%
33	-2%	-12%	3	7%[57.1 µM]
34	-6%	-1%	0	9%[57.1 µM]
35	6%	0%	-1	16%
36	-3%	1%	-2	9%
37	7%	0%	-3	-8%
38	-2%	-2%	-2	/
39	-12%	-1%	-7	19%[57.1 µM]
40	5%	2%	-13	3%[57.1 µM]
41	13%	-3%	10	-9%

Some of the compounds tested, so the mix of outcomes need not match the whole.
